Compound activity: PubChem BioAssay, several laboratories
SDO1 yeast rescue: compounds rescuing growth of sdo1-depleted yeast, bone marrow failure model | S. cerevisiae sdo1-depleted JHY4D growth rescue, OD600 30 h; active compounds read high; pdr5 snq2 efflux-pump mutant strain | z-score at 10 µM | hit rate 0.21% among 140,000;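 active means z-score above 3 at both the 24 hr and the 30 hr optical density reads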;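 further: z-score against mean and SD of all compound wells on the same plate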
Insulin prom inh: TRM-6 insulin promoter activity inhibition. inhibition, % at 2 µM. TRM-6 cells (human fetal islet line), insulin promoter-eGFP reporter, imaging; reporter expression induced with tamoxifen. AID 1273. hit rate 0.9% among 130,000;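 active means inhibition above the mean plus 3 SD, with well images judged a real hit on visual review, cut at about 60% in these data, passing the limit was not always enough; inconclusive means inhibition over the cutoff but images rejected on review; inactive means inhibition not above the cutoff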
SDO1 yeast rescue Rescue 24 h: also measured in SDO1 yeast rescue; calls as there; z-score; S. cerevisiae sdo1-depleted JHY4D growth rescue, OD600; measured here: growth rescue at 24 h;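 0 is the plate mean of compound wells and units are plate SD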
The depositor's hits bear a star; ? = inconclusive; nt = not tested or not shown. These rows are one share of the data (hit frequency here may not be typical).

SMILES | SDO1 yeast rescue | SDO1 yeast rescue Rescue 24 h | Insulin prom inh
CC(OC(=O)c1ccncc1)C(=O)Nc1cccc(Cl)c1 (stereo not drawn) | -0.24 | -0.78 | -7
CCC(=O)c1ccc(OCC(O)CN2CCN(c3ccc(F)cc3)CC2)cc1 (stereo not drawn) | -0.31 | -0.59 | nt
CNc1oc(Cc2ccccc2)nc1S(=O)(=O)c1ccc(Cl)cc1 | -0.91 | -1.9 | nt
CCN1C(=O)N(CC)C(O)(c2ccccc2)C1(O)c1ccccc1 (stereo not drawn) | 0.03 | -0.28 | nt
CCOc1ccccc1OCCn1nnc2ccccc21 | -0.01 | -0.85 | -14
COc1cccc(/C=C/C(=O)c2ccc[nH]2)c1 | -0.69 | -1.1 | 7
C/C(CC(=O)Nc1cccc2c1CCCC2)=N\NC(=O)COc1ccccc1 | 1.2 | 0.27 | -27
CCCOc1ccc(CSCCNC(=S)Nc2ccccc2)cc1 | -1.3 | -0.53 | -18
Cc1ccc(-c2[nH]nc(N)c2N=Nc2cccc(Cl)c2C)cc1 | -2.6 | -1.8 | nt
COCCCNC(=O)c1cc(C(=O)Cc2ccccc2)c[nH]1 | nt | nt | -40
CCOc1ccc(OCC)c(NC(=O)CN2CCN(CC)CC2)c1 | -0.49 | -0.48 | -15
O=S(=O)(c1ccc(Cl)s1)N1CCC(Cc2ccccc2)CC1 | -1.2 | -2 | -40
Cc1cc(N2C(=O)C(O)=C(C(=O)c3ccc(C)o3)C2c2cccs2)no1 (stereo not drawn) | 1 | 0.71 | -8
COc1cc(/C=N/n2cnnc2)ccc1OC(=O)c1ccco1 | nt | nt | 12
Cc1nc(C#N)c(N/N=C/c2cccc(Cl)c2)o1 | -0.89 | 0.48 | -300
O=C(COc1ccc(/C=N/NC(=O)C(=O)N2CCCCCC2)cc1)Nc1ccccc1Cl | 0.96 | 0.63 | nt
CCNc1cc2oc(=O)c(CN3CCOCC3)c(C)c2cc1C | -0.28 | -0.4 | -23
CCOc1cc(C2C(C#N)=C(N)OC(C)=C2C(C)=O)cc(Br)c1O (stereo not drawn) | 0.38 | 0.29 | 26
COc1ccc(S(=O)(=O)Nc2c(C)c(C)cc3c2ncn3C)cc1 | nt | nt | 38
COc1ccc(C(=O)N2CCN(c3ncnc4c(-c5ccccc5)nsc34)CC2)cc1 | -0.8 | -0.88 | nt
CNC(=O)CSCc1c(Cl)cccc1Cl | -0.1 | -0.26 | 26
NC(=O)CSc1nnc(-c2ccc(S(=O)(=O)N3CCCCC3)cc2)n1-c1ccccc1 | 0.18 | 0.05 | 25
CC(C)(C)NC(=O)C(c1ccncc1)N(Cc1ccc(F)cc1)C(=O)c1ccc(-c2ccccc2)[nH]1 (stereo not drawn) | nt | nt | 29
CCN(CC(=O)Nc1c(C(=O)OC)[nH]c2ccc(Cl)cc12)c1ccc2c(c1)OCO2 | -1.4 | -0.73 | -69
CCOC(=O)CCCCC(=O)c1[nH]c(=O)[nH]c1CSc1nc(C)cc(=O)[nH]1 | -0.11 | 1.8 | nt
Cc1cccc(N(C(=O)Cn2nnc3ccccc32)C(C(=O)NCc2ccco2)c2ccncc2)c1 (stereo not drawn) | 0.11 | 0.62 | nt
CC(=C/C(=O)O)/C=C/c1cccs1 | -0.87 | -0.55 | nt
COc1ccc(N(CC(=O)N2CCc3ccccc32)S(=O)(=O)c2c(C)noc2C)cc1 | -0.82 | 0.53 | -10
COc1cccc2cc(C(=O)NCC3CCCO3)c(=O)oc12 (stereo not drawn) | 0.46 | -0.01 | 0
CCOC(=O)CC1C(=O)NCCN1C(=O)c1cccc(C(F)(F)F)c1 (stereo not drawn) | -0.24 | -0.45 | -3
O=C(CN1CCN(S(=O)(=O)/C=C/c2ccccc2)CC1)NC(=O)NCc1ccco1 | 0.42 | 0.56 | nt
C=CCn1c(SCC(=O)c2ccccc2)nnc1-c1ccc2c(c1)OCO2 | 0.6 | 0.12 | 21
CC(=O)c1sc(N/N=C/c2ccc(C(C)C)cc2)nc1C | nt | nt | 11
CCC1CCCCN1S(=O)(=O)Cc1ccccc1Cl (stereo not drawn) | nt | nt | 21
CCCCCn1c(SCc2ccncc2)nc2cc(C(=O)NCc3ccco3)ccc2c1=O | -2.5 | -2.1 | 6
CC1=C(C(=O)OCc2ccccc2)C(c2ccc([N+](=O)[O-])cc2)NC(=O)N1CCCCCC(=O)O (stereo not drawn) | -0.02 | -0.06 | 20

Arranged by heavy-atom count (highest first): part of the list above.
SMILES | SDO1 yeast rescue | SDO1 yeast rescue Rescue 24 h | Insulin prom inh
Cc1cccc(N(C(=O)Cn2nnc3ccccc32)C(C(=O)NCc2ccco2)c2ccncc2)c1 (stereo not drawn) | 0.11 | 0.62 | nt
CC1=C(C(=O)OCc2ccccc2)C(c2ccc([N+](=O)[O-])cc2)NC(=O)N1CCCCCC(=O)O (stereo not drawn) | -0.02 | -0.06 | 20
CCCCCn1c(SCc2ccncc2)nc2cc(C(=O)NCc3ccco3)ccc2c1=O | -2.5 | -2.1 | 6
COc1ccc(N(CC(=O)N2CCc3ccccc32)S(=O)(=O)c2c(C)noc2C)cc1 | -0.82 | 0.53 | -10
O=C(CN1CCN(S(=O)(=O)/C=C/c2ccccc2)CC1)NC(=O)NCc1ccco1 | 0.42 | 0.56 | nt
C=CCn1c(SCC(=O)c2ccccc2)nnc1-c1ccc2c(c1)OCO2 | 0.6 | 0.12 | 21
CCOC(=O)CC1C(=O)NCCN1C(=O)c1cccc(C(F)(F)F)c1 (stereo not drawn) | -0.24 | -0.45 | -3
COc1cccc2cc(C(=O)NCC3CCCO3)c(=O)oc12 (stereo not drawn) | 0.46 | -0.01 | 0
CC(=O)c1sc(N/N=C/c2ccc(C(C)C)cc2)nc1C | nt | nt | 11
CCC1CCCCN1S(=O)(=O)Cc1ccccc1Cl (stereo not drawn) | nt | nt | 21
CC(=C/C(=O)O)/C=C/c1cccs1 | -0.87 | -0.55 | nt

(more compounds)
SMILES | SDO1 yeast rescue | SDO1 yeast rescue Rescue 24 h | Insulin prom inh
CN(C/C(O)=C(\C#N)c1ccccc1)C1CCCCC1 | 0.53 | -0.08 | -17
O=C(/C=C/c1ccc([N+](=O)[O-])cc1)c1cccnc1 | -0.76 | -0.99 | nt
O=C1NC(=O)C2(COC(c3ccccc3Cl)OC2)S1 (stereo not drawn) | -0.3 | -0.68 | 0
Cc1ncsc1C(=O)N1N=C2/C(=C/c3ccccc3)CCCC2C1c1ccccc1 (stereo not drawn) | -1.3 | -0.47 | nt
C=CCOc1ccc(C(=O)NC2CCCCC2)cc1 | 0.11 | 0.19 | -48
Cc1cc(C)n2nc(SC(C)C(=O)NCc3ccco3)nc2n1 (stereo not drawn) | 1.1 | 0.42 | 48
COCCn1c(=S)[nH]c2ccc(N(C)C)cc2c1=O | -0.2 | -0.8 | nt
COC(=O)c1sc(-c2ccccc2)cc1NC(=O)c1ccc(F)cc1 | -0.22 | 1.2 | nt
O=C(Nc1cccc(Cl)c1Cl)C1CC(=O)N(c2ccc(Br)cc2)C1 (stereo not drawn) | -1.9 | -0.78 | -106
O=c1c(-c2ccccc2)c(O)nc(SCCN2CCOCC2)n1-c1ccccc1 | 1.6 | 1.1 | 0
O=[N+]([O-])c1cccnc1N1CCC(c2cc(-c3ccc(Cl)cc3Cl)n[nH]2)CC1 | -1.8 | -1.6 | -9
COC(=O)c1sc(NC(=O)COc2ccccc2C)nc1C | nt | nt | 5
CCOC(=O)c1nn(-c2cccc(OC)c2)c(-c2ccccc2)c1C(=O)c1ccccc1 | 0.33 | 0.56 | 20
O=C(/C=C/Sc1ccccc1)c1ccccc1 | -0.18 | 0.04 | -32
CC(C)C(c1nnnn1Cc1ccccc1)N1CCN(Cc2ccco2)CC1 (stereo not drawn) | -0.56 | -0.96 | nt
CCN(C(=O)CSc1ncnc2sc(C)c(C)c12)C1CCS(=O)(=O)C1 (stereo not drawn) | nt | nt | 0
CCOc1ccccc1Nc1nc(-c2sc(NC(=O)c3ccco3)nc2C)cs1 | -0.09 | 0.38 | -24
CNC(=O)c1ccccc1-c1cn(C)c2ccccc2c1=O | nt | nt | 17
O=C(NCC1CCCO1)c1onc(CSc2cccc(Cl)c2)c1C(=O)O (stereo not drawn) | 0.36 | 0.2 | 35
Cc1cc(NC(=O)CCCOc2ccc(Cl)cc2Cl)no1 | -0.33 | 1.3 | 15
O=C(OC(C(=O)NC1CCCC1)c1ccccc1F)c1ccco1 (stereo not drawn) | 0.61 | 1.3 | 3
O=C(/C=C/c1ccccc1)Nc1ccc2c(c1)C(=O)NC2=O | nt | nt | -47
COc1ccc(C2C(C(C)=O)=C(C)N=c3s/c(=C\c4ccc5c(c4)OCO5)c(=O)n32)c(OC)c1 (stereo not drawn) | nt | nt | -85
Cc1cccc(C)c1OCC(=O)Nc1nnc(C2CCCO2)s1 (stereo not drawn) | -0.32 | -0.58 | -31
O=C(Nc1ccccn1)c1cccnc1 | 0.79 | -0.29 | -6
CC1=NN(c2nc(-c3ccc(Cl)cc3)cs2)C(=O)C1 | -0.57 | -1.2 | nt
O=C(CN(Cc1ccco1)C(=O)c1ccc(Cl)cc1)Nc1ccc(Cl)c(Cl)c1 | -0.22 | 0.72 | 37
O=C(O)/C(=C/c1ccco1)NC(=O)c1ccccc1 | 0.03 | -0.41 | 7
CC(=O)C1=C(c2ccccc2)NC(=O)NC1c1ccccc1OCC(=O)Nc1ccccc1 (stereo not drawn) | 0.52 | 0.5 | -22
COC(=O)c1sccc1NC(=O)c1c(C)c(-c2cccc(Cl)c2)nc2ccccc12 | -0.02 | -0.68 | nt
CCCCCCCC(=O)NNC(=O)c1c(O)c2ccccc2n(CC)c1=O | nt | nt | 11
COc1ccc(-c2oc3ncn(Cc4ccco4)c(=N)c3c2-c2ccc(OC)cc2)cc1 | -2 | -2.3 | 51
O=C(Nc1ccccc1SCC1CSc2nc3ccccc3c(=O)n21)c1cccc(Cl)c1 (stereo not drawn) | 0.39 | -0.08 | -83
C=CCc1cccc(/C=N/NC(=O)CCCNc2ccc(C)cc2)c1O | -0.89 | -0.04 | nt
CN(Cc1cccc(Cl)c1Cl)C(=O)c1ccc(NC(=O)CC#N)cc1 | 0.55 | -0.15 | nt
COc1ccc(-c2nnc(SCC(=O)Nc3ncc(C)s3)n2-c2ccccc2)cc1OC | 0.58 | 0.55 | nt
COc1cccc(-n2c(C)nc3c(cnn3-c3ccc(C)cc3)c2=O)c1 | -1.9 | -1.7 | -43
COCCNC(=O)c1c(N)n(-c2cccc(C)c2)c2nc3ccccc3nc12 | -0.41 | -0.45 | nt
Cc1[nH]nc2c1C(c1ccsc1)C(C#N)=C(N)O2 (stereo not drawn) | 0.14 | -0.46 | 5
O=C(CCCC1=NS(=O)(=O)c2ccccc2N1)N1CCN(c2ccc(Cl)cc2)CC1 | 0.67 | -0.12 | -45
O=C1CCSc2ccc(Cl)cc2N1Cc1ccc(Cl)cc1 | -1.6 | -1.4 | -4
O=C(Cn1ncc2c1-c1ccccc1OC2)N1CCN(Cc2ccc3c(c2)OCO3)CC1 | -1.1 | -1.2 | nt
COC(=O)c1cccc(NC(=O)CSc2nc(=O)cc(N)n2-c2ccccc2)c1 | 0.5 | 0.23 | -22
CCCN1CCN(C(c2cc3cc(OCC)ccc3[nH]c2=O)c2nnnn2C2CCCCC2)CC1 (stereo not drawn) | 1.5 | 2.1 | 0
CC(C)(C)NC(=O)NC(=O)COC(=O)CCC1CCCCC1 | 0.1 | 0.28 | -17
Cc1ccc(S(=O)(=O)N2CCCC(C(=O)NCc3ccco3)C2)cc1Cl (stereo not drawn) | -1.2 | -0.6 | 19
COc1cccc(/C=N/NC(=O)CCCC(=O)NC2CCCCC2)c1 | 0.77 | 0.02 | -46
N#C/C(C(=O)NCCc1ccccc1)=C1/N=C(NC(=O)c2cccs2)c2ccccc21 | 0.6 | 1.8 | nt
O=C(NC(Cc1ccccc1)C(=O)O)/C(=C/c1ccco1)NC(=O)c1cccc(Br)c1 (stereo not drawn) | 0.87 | -0.04 | -19
Cc1ccc(-c2nc3ccccn3c2NCc2ccc3c(c2)OCO3)cc1 | -1.6 | -1.1 | 0
Cn1cnnc1SCCn1c(N2CCCCC2)nc2c1c(=O)[nH]c(=O)n2C | 0.19 | -0.56 | ?
CCOC(=O)N1CCN(C(=O)c2ccc(-n3c(=S)[nH]c4ccccc4c3=O)cc2)CC1 | 0.55 | 0.32 | -406
O=C(CC1C(=O)NCCN1Cc1ccc(-c2ccccc2)cc1)NCC1CCOCC1 (stereo not drawn) | nt | nt | -20
CCn1c(SCc2ccc(Cl)cc2Cl)nc2nc3c(cc2c1=O)CCCC3 | -1.1 | -0.64 | nt
Nn1c(COc2cccc(Br)c2)nnc1SCC(=O)N1CCc2ccccc2C1 | -0.9 | -0.66 | nt
COC(=O)CN(c1ccc(C)cc1)S(=O)(=O)c1ccc(F)cc1 | nt | nt | 21
CSCC[C@H](NC(=O)OC(C)(C)C)c1nnc(SCC(=O)N(C)C)o1 | 0.68 | 0.71 | -10
CCCCN1CC(C(=O)NCc2ccc(C)cc2)CC1=O (stereo not drawn) | 0.32 | -1.4 | 6
CCCCN(CC)C(=O)Cc1ccc(Br)cc1 | -0.33 | -0.79 | -27
Cc1nn(-c2nnc(C)c(=O)[nH]2)c(C)c1SCC(=O)Nc1ccc(F)cc1 | 0.54 | -0.33 | 11
CCCCC1(C)OC(=O)C(=Cc2ccc(N(CC)CC)cc2)C(=O)O1 (stereo not drawn) | -0.78 | -0.65 | 3
Cc1nc2ncnn2c(C)c1Cc1ccccc1Cl | -0.41 | -0.87 | nt
